Screening data (PubChem)
EBV gp42 inh = inhibitors of Epstein-Barr virus glycoprotein 42 | inhibition, % (tested at 21.74 µM) | Fluorescence polarization binding assay, mP read-out | Q1HVG2 | hit rate 0.42% among 220,000; in the data active = inhibition above about 50%
Target sequence (Q1HVG2 whole entry, looked up): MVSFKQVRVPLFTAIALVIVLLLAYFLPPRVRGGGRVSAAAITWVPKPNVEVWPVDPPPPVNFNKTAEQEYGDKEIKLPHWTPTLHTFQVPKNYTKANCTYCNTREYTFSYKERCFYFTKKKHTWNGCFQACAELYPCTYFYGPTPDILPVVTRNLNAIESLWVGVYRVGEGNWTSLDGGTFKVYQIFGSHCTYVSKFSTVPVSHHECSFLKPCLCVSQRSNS
Rad51 HR inh = Rad51 (human) homologous recombination inhibition. Q06609. hit rate 0.085% among 200,000. hRad51 DNA strand exchange, fluorescence dequenching. inhibition, % at 10 µM;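 active = inhibition above 40% at the single screening dose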;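 note: 0% = DMSO control wells and 100% = blanks with heterologous ssDNA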
Target sequence (Q06609 whole entry, looked up): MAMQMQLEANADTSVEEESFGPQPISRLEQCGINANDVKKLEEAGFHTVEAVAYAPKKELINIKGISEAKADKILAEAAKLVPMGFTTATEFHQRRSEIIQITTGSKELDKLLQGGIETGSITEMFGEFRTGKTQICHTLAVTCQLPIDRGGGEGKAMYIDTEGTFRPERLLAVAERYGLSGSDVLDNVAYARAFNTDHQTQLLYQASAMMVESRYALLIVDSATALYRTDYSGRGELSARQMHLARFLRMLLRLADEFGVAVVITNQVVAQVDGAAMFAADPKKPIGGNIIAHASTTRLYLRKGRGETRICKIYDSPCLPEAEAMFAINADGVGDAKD
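System: human Rad51 nucleoprotein filaments preassembled on unlabelled ssDNA. Reagent: labelled 47-mer dsDNA for strand exchange. Schedule: 30-min compound preincubation and 15-min exchange, both room temperature. Measured by: FRET fluorescence dequenching, excitation 485 nm, emission 520 nm. Read-out: Fluorescence-based percent inhibition, control- and blank-normalised. Benchmarks: plate controls and plate blanks.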
L929 necroptosis = L929 zVAD cell death inhibition; L929 zVAD necroptosis rescue, ATP luminescence, 24 h; with zVAD 60 µM; viability rescue, % at 10 µM; hit rate 0.38% among 220,000; AID 1377;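 active = activation, scaled between plate controls, above about 75%, limit read from the data; inactive = activation under that limit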;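 note: 0% = zVAD with DMSO and 100% = DMSO alone without zVAD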
eIF4E-4G inh = inhibitors of eIF4E and eIF4G interaction in translation initiation. P63073+Q04637. TR-FRET eIF4E-eIF4GI(517-606) binding, 2 h. inhibition, % at 21.7 µM. hit rate 0.37% among 220,000;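 active = inhibition above about 30%, limit read from the data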;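 note: 0% = full FRET control wells and 100% = background wells lacking eIF4GI fragment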
PERK inh = blocks human PERK kinase; CHO PERK-DD fusion, SEAP luminescence translation reporter; hit rate 0.17% among 220,000; AID 1416; inhibition, % at 5.6 µM;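 active = inhibition above the mean inhibition of all tested compounds plus 3 SD, set separately per screening campaign, cut at about 2.9% in these data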;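 note: PERK kinase domain activated by AP20187 dimerizer at 100 nM; 0% = DMSO with dimerizer and 100% = rapamycin at 8.4 µM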
MDM2 E3 inh = Mdm2 E3 ligase (human) inhibition; hit rate 0.11% among 210,000; Q00987; signal enhancement, % at 5 µM; cell-based MDM2 ubiquitination luciferase reporter, 2 h; 0 = plate control, 100 = twice control, blank-subtracted;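 active = signal enhancement of 30% or more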;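 note: luminescence tracks abundance of the self-degrading MDM2-luciferase fusion protein; higher signal means inhibition of MDM2 E3 ligase activity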
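Test system: mammalian cells stably expressing self-ubiquitinating, self-degrading MDM2 E3–luciferase fusion; Amount: 2000 cells in each well; Medium: DMEM; Schedule: 4 h settle plus 2 h compound, 37 °C; Technique: SteadyLite luciferase luminescence after 15 min room-temperature reagent incubation; Benchmarks: plate control and blank wells.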
TNF death inh = TNF-alpha cell death inhibition in Jurkat FADD-/- cells; AID 463075; Jurkat FADD-/- TNF necroptosis rescue, ATP luminescence, 24 h; 0 = TNF only, 100 = no-TNF cells; activation (protection from cell death), % at 10 µM; hit rate 0.068% among 220,000;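 active = activation, meaning protection from cell death, of at least 50% relative to plate controls; inactive = activation below 50%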;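 note: necroptosis triggered by 40 ng/mL TNF-alpha added together with compound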
Calpain2 inh = calpain II (pig) inhibition. purified calpain II, fluorogenic peptide substrate, 30 min. inhibition, % at 16 µM. hit rate 0.37% among 220,000. AID 1236;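 active = inhibition above about 50%, limit read from the data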
KCC2 mod = modulates chloride dependent transport by human KCC2; B-score of Tl+ flux slope (higher = more flux/activation; lower = inhibition) at 10 µM; KCC2 cells, thallium flux FluoZin-2 fluorescence; Q9H2X9; hit rate 2.2% among 190,000;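 active = thallium flux slope and its plate-corrected score both differing from the plate sample mean at a set confidence after two filtering rounds, in either direction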;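 note: slope of fluorescence scaled to starting intensity during 10 to 20 s after thallium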
Starred values were filed as active, the others as inactive; i = inactive; x = no result given; [ ] = dose if it differs, or a comment.

cpd	Molecule	EBV gp42 inh	Rad51 HR inh	L929 necroptosis	eIF4E-4G inh	PERK inh
1	O=C(NCC1CCCO1)c1ccc2c(=O)n(-c3ccc(F)cc3)c(=S)[nH]c2c1 (centres undefined)	-4	x	0.2	-3	0.6
2	O=C1NC(c2ccc(Cl)cc2)Nc2ccccc21 (centres undefined)	-8	-7	1.6	1	-0.9
3	O=[N+]([O-])c1cc(F)c2cccnc2c1O	-8	13	-0.4	1	0.2
4	O=C(c1cc(COc2c(F)cccc2F)on1)N1CCC(c2ccccc2F)C1 (centres undefined)	-1	-7	0.4	3	0.2
5	Cn1ncc2c(Nc3ccc(-c4ccccc4)cc3)ncnc21	-7	x	28	0	-0.4
6	C=CCNS(=O)(=O)c1cc(S(=O)(=O)NCC=C)c(OC)cc1OC	-17	0	0.4	2	0.4
7	O=C1c2ccccc2C(=O)C12OC(c1ccccc1)C1(C(=O)c3ccccc3C1=O)C2c1ccc([N+](=O)[O-])cc1 (centres undefined)	2	10	-0.3	1	-0.6
8	C=C1C(C(=O)Nc2ccccc2)C1C(=O)Nc1ccccc1 (centres undefined)	-8	5	-0.6	4	0.3
9	CCOC(=O)C(=NCC1CCCO1)NNc1ccccc1Cl (centres undefined)	-15	44*	-0.7	-8	0.6
10	O=C(c1ccc(F)cc1)N1CCN(c2cc(N3CCCCC3)c(F)cc2[N+](=O)[O-])CC1	9	4	0.3	4	1.8
11	CCN1C(=O)C(CC(=O)Nc2ccc(F)cc2)N(CCCN2CCN(c3ccc(F)cc3)CC2)C1=S (centres undefined)	-11	1	2.0	-4	-1.1
12	O=C(Oc1c(-c2ccco2)oc2ccccc2c1=O)c1cccnc1	-4	-64	1.5	2	0.4

cpd	MDM2 E3 inh	TNF death inh	Calpain2 inh	KCC2 mod
1	-24	0.4	7	-0.45
2	-16	-1.4	i	1.3
3	-10	-0.8	27	1.1
4	15	0.8	28	-3
5	-13	-7.6	-57	0.5
6	-2	0.9	15	-0.071
7	-3	-3.1	-51	-0.011
8	-6	1.7	-22	-1.1
9	x	5.3	0	-0.34
10	-10	-7.8	28	x
11	-4	1.6	-17	-0.12
12	1	-1.1	-303	40*

(next part)
cpd	Molecule	EBV gp42 inh	Rad51 HR inh	L929 necroptosis	eIF4E-4G inh	PERK inh
13	CCOC(=O)N1CCC(NC(=O)CCC(=O)N2CCOc3ccc(C)cc32)CC1	-5	1	-0.1	3	0.5
14	CC(=O)Oc1ccc(C(=O)Nn2cnnc2)cc1	x	0	-1.0	x	0.8
15	Cc1cc(C(F)(F)F)nn1Cc1ccc(C(=O)NCc2ccco2)o1	-16	1	1.5	-3	-0.5
16	O=c1c2ccccc2c(-c2ccccc2)nn1Cc1ccc(Cl)cc1	-22	4	-0.2	16[fluorescence artefact?]	-0.2
17	COc1cccc(NC(=O)C2C3CCC4C(CCC32)C4(Cl)Cl)c1 (centres undefined)	14	-3	71	7	0.5
18	COC(=O)c1ccccc1NC(=O)COC(=O)c1ccccc1N=Nc1ccc(N(C)C)cc1	-3	13	0.8	-5[fluorescence artefact?]	1.4
19	Cc1ccc(-n2ncc3c(N4CCN(c5ccccc5)CC4)ncnc32)c(C)c1	-7	3	-0.4	3[fluorescence artefact?]	-0.9
20	COCc1ccc(C(=O)NC(C)c2cnn(-c3ccccc3C)c2C)o1 (centres undefined)	-16	2	9.1	0	0.6
21	Cc1ccc(-c2nc(N3CCOCC3)sc2C(=O)N2CCOCC2)cc1	-2	14	0.9	3	-0.2
22	CCOc1cc(CNCc2cccs2)cc(Br)c1OCC	-9	2	-0.2	-2	-2.0
23	CC(NC(=O)C(NC(=O)C1CCCN1C(=O)OC(C)(C)C)C(C)C)C(N)=O (centres undefined)	-19	3	-0.2	2	1.8
24	O=C(COC(=O)c1ccc(Cl)nc1)Nc1ccc(S(=O)(=O)N2CCCC2)cc1	-3	5	0.6	-4	0.7

cpd	MDM2 E3 inh	TNF death inh	Calpain2 inh	KCC2 mod
13	-3	-0.2	-5	-0.42
14	x	0.4	x	0
15	3	0.4	-72	0.27
16	-18	-1.3	17	-0.054
17	-8	2.7	19	-0.43
18	5	2.7	-4	-0.74
19	7	-12	15	-0.93
20	12	0.3	-31	-0.37
21	4	1.0	0	0.54
22	-10	-1.7	14	0.77
23	-11	-0.3	-7	-0.17
24	-13	2.9	-26	1.4

Remaining list, next part
cpd	Molecule	EBV gp42 inh	Rad51 HR inh	L929 necroptosis	eIF4E-4G inh	PERK inh
25	Cc1cc(O)c(-c2cc(C(=O)Nc3ccc(S(=O)(=O)N4CCOCC4)cc3)[nH]n2)cc1C	3	-1	23	-22	-0.6
26	O=C(NCCCN1CCOCC1)c1ccc(Br)cc1Br	-11	30	1.2	2	1.9
27	Cc1ccc(C(=O)CN(C(=O)c2ccc(Cl)cc2)N2C(=O)CCC2=O)cc1	2	6	0.0	-4	0.8
28	Cc1ccnc(NC(=O)c2cccc(NC(=O)Cc3ccccc3)c2)c1	2	-16	-0.4	-2	-1.7
29	Cc1ccc(Oc2ccc(OCC(=O)NC(C)C(=O)O)cc2)cc1 (centres undefined)	-11	-2	0.2	0	2.1
30	Cn1cccc1CC(=O)NNC(=S)NC(=O)c1ccccc1Br	-13	-2	2.8	-1	0.6
31	COc1ccc(Cl)cc1S(=O)(=O)N1CCN(CC(=O)C(C)(C)C)CC1	-13	-3	0.1	-4[fluorescence artefact?]	0.2
32	Cn1c(Cn2c(=O)sc3ccccc32)nnc1SCc1ccc(F)cc1	-26	-26	8.9	1	0.3
33	C/C(=N\NC(=O)c1ccc(Cn2cc(Br)cn2)o1)c1cccc(NC(=O)C(C)(C)C)c1	-5	x	0.0	3	-1.1
34	CCC1Oc2ccccc2N(CC(=O)NCCN2C(C)CCCC2C)C1=O (centres undefined)	-12	0	-0.3	-6	0.5
35	C=CCn1c(SCC(=O)c2cccs2)nc2sc(C)c(C)c2c1=O	2	1	0.3	0	-1.4
36	COc1cc(C(=O)Nc2ccc(-c3nc4cc(C)ccc4o3)c(O)c2)cc(OC)c1OC	-4	-8	8.5	2	-0.4

cpd	MDM2 E3 inh	TNF death inh	Calpain2 inh	KCC2 mod
25	-12	2.0	-27	x
26	-10	0.0	0	-0.44
27	-12	-0.2	19	-0.052
28	3	1.0	30	-0.091
29	-5	-3.1	-30	0.89
30	-8	-0.5	-17	0.24
31	-13	0.6	-30	x
32	-17	1.8	5	-0.79
33	15	19	10	-1.9
34	0	3.8	17	0.016
35	1	1.1	17	-1.7
36	-5	-2.8	i	-1.4

Continued.
cpd	Molecule	EBV gp42 inh	Rad51 HR inh	L929 necroptosis	eIF4E-4G inh	PERK inh
37	Cc1ccc(CNS(=O)(=O)c2ccc3c(c2)n(C)c(=O)c(=O)n3C)cc1	-5	6	-0.8	6	1.2
38	COc1ccc(-c2nn(-c3ccccc3)cc2C(=O)N2CCOCC2)cc1	-9	-3	1.0	3	-0.4
39	COC(=O)c1c(NC(=O)CCCC(=O)O)sc2c1CCC2	0	-8	-1.4	x	0.4
40	CN(C)/C=C1\N=C(c2cccnc2Oc2ccc(Cl)cc2)OC1=O	-6	-18	0.3	-7	1.4
41	O=S1(=O)C=C(Sc2nc3cc(Cl)ccc3o2)c2ccccc21	-17	-9	66	3[fluorescence artefact?]	-0.2
42	CCOc1ccc(S(=O)(=O)N(CC(=O)NC2CCCCC2C)Cc2ccco2)cc1 (centres undefined)	-13	-7	0.6	-1	-0.8
43	COc1ccc(-c2cn3ccc4ccccc4c3n2)cc1	-9	-2	-0.3	2	-1.1
44	CCOc1ccc(-n2cc(C(=O)Nc3cccc(Cl)c3)c3cc(OC)c(OC)cc3c2=O)cc1	3	0	1.1	-1	-1.5
45	CC1CN(C(=O)CSc2nc(-c3ccccc3)cs2)CC(C)O1 (centres undefined)	-10	-3	-1.1	-2	-0.1
46	CC(=O)Nc1ccccc1C(=O)C(=O)Nc1cccc(C(=O)N2CC(C)CC(C)C2)c1 (centres undefined)	-14	-13	-0.3	2	-0.5
47	COc1ccc(CNS(=O)(=O)NCc2ccc(OC)c(OC)c2)cc1OC	-16	0	4.1	3	-0.1
48	Cc1ccc2nc(-c3ccc4c(c3)OCCO4)cn2c1	-4	2	0.0	1	0.6

cpd	MDM2 E3 inh	TNF death inh	Calpain2 inh	KCC2 mod
37	-12	-0.9	-52	-0.22
38	-5	0.7	18	0.83
39	-9	-1.3	-64	x
40	1	-0.2	-2	-1.5
41	-20	-16	-20	-0.22
42	0	1.0	16	0.07
43	x	0.0	-52	0.04
44	-10	-3.0	-85	0.022
45	-5	0.0	-4	x
46	-7	-4.1	19	-0.027
47	7	0.8	6	-0.039
48	-86	-13	-225	-1.2

Remaining list, next part.
cpd	Molecule	EBV gp42 inh	Rad51 HR inh	L929 necroptosis	eIF4E-4G inh	PERK inh
49	Cc1onc(-c2ccccc2)c1CNS(=O)(=O)c1cccc(Br)c1	8	22	-0.5	4	-0.4
50	Clc1ccc(/C=C/c2nc(Cl)c(-c3ccc(Cl)cc3)c(Cl)n2)cc1	-3	10	1.4	2	0.5
51	O=S(=O)(NCc1cccnc1)c1cccn1-c1ncc(C(F)(F)F)cc1Cl	10	7	10	-2	0.2
52	CC(=O)Nc1nc2ccc(C(=O)NCCOC(=O)C3CCCCC3)cc2s1	-6	4	48	2	0.4

cpd	MDM2 E3 inh	TNF death inh	Calpain2 inh	KCC2 mod
49	-6	0.2	21	-1.8
50	-2	-0.6	-22	-0.066
51	-16	-1.8	-25	0.016
52	5	-0.9	-17	0.58

Part of the list above, as labelled records.
50	Clc1ccc(/C=C/c2nc(Cl)c(-c3ccc(Cl)cc3)c(Cl)n2)cc1
  EBV gp42 inh: -3
  Rad51 HR inh: 10
  L929 necroptosis: 1.4
  eIF4E-4G inh: 2
  PERK inh: 0.5
  MDM2 E3 inh: -2
  TNF death inh: -0.6
  Calpain2 inh: -22
  KCC2 mod: -0.066
51	O=S(=O)(NCc1cccnc1)c1cccn1-c1ncc(C(F)(F)F)cc1Cl
  EBV gp42 inh: 10
  Rad51 HR inh: 7
  L929 necroptosis: 10
  eIF4E-4G inh: -2
  PERK inh: 0.2
  MDM2 E3 inh: -16
  TNF death inh: -1.8
  Calpain2 inh: -25
  KCC2 mod: 0.016
52	CC(=O)Nc1nc2ccc(C(=O)NCCOC(=O)C3CCCCC3)cc2s1
  EBV gp42 inh: -6
  Rad51 HR inh: 4
  L929 necroptosis: 48
  eIF4E-4G inh: 2
  PERK inh: 0.4
  MDM2 E3 inh: 5
  TNF death inh: -0.9
  Calpain2 inh: -17
  KCC2 mod: 0.58
